# Screening data as filed in PubChem.
# H9c2 TAG inh: reduces triacylglycerol accumulation in H9c2 cells. inhibition, % at 12.5 µM. AID 651582. Nile Red lipid (TAG) fluorescence; cells loaded with 200 µM oleic acid. 230,000 compounds, 0.66% hits;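 active = pattern-corrected inhibition of lipid staining of at least 50% with the nuclear-stain viability signal not falling by more than 50%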;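 note: 0% = DMSO wells and 100% = triacsin C control wells; some results filed as inactive read as strong as hits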
# H9c2 TAG inh DAPI viability: recorded beside H9c2 TAG inh, whose call it bears; DAPI nuclei signal change (viability), lower = more cytotoxic, %;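 whole-well DAPI fluorescence read on a plate reader as a viability signal; minus 50 percent equals half of cells still viable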
# Numbers without * were called inactive. A portion of the library, so the mix of outcomes need not match the whole.
# Values run as follows: H9c2 TAG inh DAPI viability, H9c2 TAG inh
- COc1cc(CC(=O)OCC(=O)Nc2sccc2C(N)=O)cc(OC)c1OC
 : -5, -8
- O=c1[nH]c(CN2CCN(S(=O)(=O)c3cccs3)CC2)nc2c(Br)cc(Br)cc12
 : 3, 14
- COc1ccc(S(=O)(=O)N2CCCC(C(=O)O)C2)cc1Cl (stereo not given)
 : -4, -6
- CCCC(C)C(=O)NCc1ccncc1 (stereo not given)
 : -8, 3
- CCCCn1c(N)c(N(CC)C(=O)c2cccc(OCc3ccccc3)c2)c(=O)[nH]c1=O
 : -13, 4
- COC(=O)c1ccc(C(=O)OC)c(NC(=O)COC(=O)CC2CC3CCC2C3)c1 (stereo not given)
 : 5, 0
- OC1c2cc(Cl)ccc2-c2c(Cl)cc(Cl)cc21 (stereo not given)
 : 0, -13
- Cc1cc(Nc2ccc(C(=O)O)cc2)nc(N)n1
 : 12, -13
- COCCOc1cc(NCc2ccccc2)c2ncn(C(C)C)c2c1
 : 7, -16
- COc1ccc(C(=O)NCC(=O)N/N=C/c2ccc([N+](=O)[O-])s2)cc1OC
 : -7, 12
- COc1ccc(NC(=O)C2CCCN(C(=O)NC3CCCCC3)C2)cc1OC (stereo not given)
 : -20, 22
- COC(=O)c1cnc(Nc2nc(C(N)c3ccccc3Cl)cs2)nc1C(F)(F)F (stereo not given)
 : -13, 4
- Cc1nn(CCOc2cccc(Cl)c2)c(C)c1[N+](=O)[O-]
 : 6, 1
- O=C(CCCSc1ccc(Cl)cc1)Nc1cc(S(=O)(=O)N2CCOCC2)ccc1O
 : -7, -1
- COc1cc(OC)cc(C(=O)N2CCN(Cc3cccc(F)c3)CC2)c1
 : 4, -2
- Cc1ccc(SCC(=O)NC(=O)c2ccc(S(=O)(=O)N(C)C)cc2)cc1C
 : 1, 3
- COc1ccc(OC(=O)c2cnc3n(c2=O)CCS3)cc1
 : -6, 10
- Cc1ccnc(NS(=O)(=O)c2ccc(NC(=O)c3ccc4c(c3)OCCO4)cc2)n1
 : 1, 4
- CSc1sc(C(=O)N2CCc3ccccc32)cc1S(=O)(=O)C(C)C
 : -6, 20
- Nc1ccc(C(=O)OCc2csc(-c3ccccc3)n2)cc1[N+](=O)[O-]
 : -2, -12
- COc1ccc(C(c2nnnn2Cc2cccs2)N2CCC(C(N)=O)CC2)c(OC)c1 (stereo not given)
 : -5, -53
- C=CCn1c(O)c(C=Nc2ccc(CN3CCCCC3)cc2)c(=O)[nH]c1=S
 : 1, -6
- Cn1c(SCC(=O)NNC(=O)c2ccccc2)nnc1C(F)(F)F
 : 3, -13
- Cc1cc(-c2nc(C)c(C(=O)NN)s2)no1
 : -5, 1
- O=C(c1cnc(Cc2c[nH]c3ccccc23)c(I)c1)N1CCN(Cc2ccccc2)CC1
 : -2, -7
- COc1ccc(CC(=O)O/N=C(\N)Cc2ccc(OC)cc2)cc1
 : -9, -9
- Cc1ccc(S(=O)(=O)N(C)C)cc1[N+](=O)[O-]
 : -2, 3
- Cc1ccc(NC(=O)c2ncn(CCCN(C)CCc3ccccn3)n2)cc1C
 : -8, 23
- NCCCC[C@@H](C(=O)N1CCNCC1)n1cc(CN)nn1
 : -1, -2
- C/C(=C\c1ccccc1)C(=O)Nc1cc(C)on1
 : -7, 9

# A run of entries taken from the entries so far:
# Values run as follows: H9c2 TAG inh DAPI viability, H9c2 TAG inh
- Cc1cc(-c2nc(C)c(C(=O)NN)s2)no1
 : -5, 1
- O=C(c1cnc(Cc2c[nH]c3ccccc23)c(I)c1)N1CCN(Cc2ccccc2)CC1
 : -2, -7
- COc1ccc(CC(=O)O/N=C(\N)Cc2ccc(OC)cc2)cc1
 : -9, -9
- Cc1ccc(S(=O)(=O)N(C)C)cc1[N+](=O)[O-]
 : -2, 3
- Cc1ccc(NC(=O)c2ncn(CCCN(C)CCc3ccccn3)n2)cc1C
 : -8, 23
- NCCCC[C@@H](C(=O)N1CCNCC1)n1cc(CN)nn1
 : -1, -2
- C/C(=C\c1ccccc1)C(=O)Nc1cc(C)on1
 : -7, 9

# (list continues)
# Values run as follows: H9c2 TAG inh DAPI viability, H9c2 TAG inh
- CC(=O)Nc1ccc(N2CCN(c3ccc(C(F)(F)F)cn3)CC2)nc1
 : 0, 1
- Nc1n[nH]c(C2CC2)c1N=Nc1ccc(Cl)c(Cl)c1
 : -11, 14
- O=C(COC(=O)c1n[nH]c2ccccc12)Nc1ccccc1
 : 5, 8
- O=C(c1ccc(Cl)cc1)n1cnc2ccccc21
 : 5, -10
- Cc1ccc(OCc2nnc(SCC(=O)N3CCc4ccccc43)n2C)cc1
 : 13, -16
- CC(CNC(=O)C(C)(C)C)NC(=O)C(C)(C)C (stereo not given)
 : 15, -7
- O=C(NCc1ccc(Cl)cc1)C1CCC(CNc2c(N3CCCC3)c(=O)c2=O)CC1 (stereo not given)
 : 3, 4
- COc1ccc2oc(=O)c(/C(C)=N/Nc3nc(-c4cc(C)ccc4C)cs3)cc2c1
 : 23, -19
- CCN1C(=O)/C(=C\c2ccco2)C(C(=O)OC)=C1C
 : -5, 3
- COc1nc(=O)n(C2OC(CO)C(O)C2O)cc1C (stereo not given)
 : -1, -1
- Cc1cccc(-c2nc(CC(=O)Nc3cccc(S(=O)(=O)NC4=NCCC4)c3)cs2)c1
 : 3, -10
- O=C1CCC(=O)N1OCCOc1ccc(Cl)c2ccccc12
 : -6, 11
- COc1ccc(S(=O)(=O)N(C)C[C@H]2Oc3ccc(NC(=O)CCC(F)(F)F)cc3C(=O)N([C@H](C)CO)C[C@@H]2C)cc1
 : -12, 17
- COC(=O)c1cccc(NC(=O)C2COc3ccccc3O2)c1 (stereo not given)
 : -3, -16
- C#CCOCCOCCOCCNc1nc(N2CCOCC2)nc(N2CCN(C(=O)[C@H]([C@@H](C)CC)n3cc(CCCN=C(N)N)nn3)CC2)n1
 : 2, 7
- COc1ccc(Cl)cc1NC(=O)c1cc(-c2ccccc2)on1
 : 6, 5
- Cc1csc(NC(=O)CSc2nnc(-c3ccoc3C)o2)n1
 : 12, 8
- NS(=O)(=O)c1cccc(NC(=O)COC(=O)c2ccccc2SCC(=O)N2CCCC2)c1
 : 0, -6
- Cc1ccc(NC(=O)COc2ccccc2C#N)cc1S(=O)(=O)N1CCCCCC1
 : 4, -38
- COc1ccc2c(c1)CCCC21NC(=O)N(CC(=O)c2cc(F)ccc2F)C1=O (stereo not given)
 : -13, -3
- COc1ccc2c(c1)NC(c1ccc(N(C)C)cc1)c1cccn1-2 (stereo not given)
 : 25, -8
- CSc1ncc(CN2CCc3c([nH]c4ccccc34)C2c2cccc(C)n2)cn1 (stereo not given)
 : 12, 3
- COc1ccc(C(=O)NCc2ccc(C)cc2)cc1S(=O)(=O)N1CCOCC1
 : 1, -1
- CC(C)C(=O)N1CCC1(C)C(=O)NCc1ccc(F)cc1Cl (stereo not given)
 : 3, -7
- C[C@H](NC(=O)COc1ccccc1)C(=O)OCC(=O)c1cc2ccccc2o1
 : -6, 14
- O=C(CN1CCOc2ccccc21)N1CCN(c2cccc(Cl)c2)CC1
 : 2, 0
- CCOC(=O)c1cnc(N)nc1-c1ccccc1
 : -8, 20
- CC1CC(=O)Nc2ccccc2N1C(=O)COc1ccc2cc(Br)ccc2c1 (stereo not given)
 : -4, 32
- CC(=O)Nc1cc(-c2nn3c(C)nnc3s2)ccc1C
 : -3, 17
- Cc1ccc(-c2noc(CCC(=O)Nc3ccccc3N3CCN(C)CC3)n2)cc1
 : 8, 7
- COc1cc(C2C3=C(Nc4nc(N)[nH]c(=O)c42)c2ccccc2C3=O)ccc1O (stereo not given)
 : 3, -14
- Cc1ccnc(NC(=O)c2cccc3ccccc23)c1
 : -7, -9
- Cc1ccc(C(=O)OCC(=O)N2c3ccccc3NC(=O)C2(C)C)cc1S(=O)(=O)N1CCCCC1
 : 1, -14
- Cc1cc(C)nc(NC(=O)/C=C/c2ccc(Cl)cc2)n1
 : 0, -5
- CCC(=O)N(C)C(c1ccccc1Cl)c1nnnn1-c1c(C)cccc1C (stereo not given)
 : -5, -13
- CC1(C)SC2c3ccccc3C(=O)N2C1C(=O)O (stereo not given)
 : -3, 0
- COc1ccc(C(=O)Nc2sc(C)c(-c3ccccc3)c2C#N)cc1OC
 : 2, -6
- C#CCOCCOCCOCCNc1nc(N2CCN(C(=O)[C@H]([C@@H](C)O)n3cc(CCCCN)nn3)CC2)nc(N2CCN(C(=O)[C@H](C)n3cc(CCC(=O)O)nn3)CC2)n1
 : -4, 7
- CCOC(=O)Cc1nn(Cc2nc(-c3ccc(C#N)cc3)cs2)c(=O)c2ccccc12
 : 7, -2
- CCN(CC)c1ccc(N=Nc2nn(C)c(C)c2[N+](=O)[O-])cc1
 : 6, -14
- COc1ccccc1Nc1nc(Cl)nc(NC(C)(C)C)n1
 : 15, -17
- Cc1ccc(C)[n+](CC(=O)c2ccc(-c3ccccc3)cc2)c1
 : -10, -5
- CCn1c(O)c(C=NCc2cccs2)c(=O)n(CC)c1=S
 : -10, 18
- COc1ccc(NC(=O)CC2(CC(=O)N3CCOCC3)CCCC2)cc1Cl
 : 0, -2
- CCCCCc1cc(=O)oc2c(C(CCN3CCCC3)c3ccc(N(C)C)cc3)c(OC)cc(OC)c12 (stereo not given)
 : -33*, 68*
- COc1cc(C(=O)NCCCOC(C)C)ccc1OC1CCN(C(C)=O)CC1
 : 2, -1
- CCOC(=O)C1(CCCc2ccccc2)CCN(Cc2cnn(C)c2)CC1
 : 16, 2
- CCC(C)N1C(=O)N(C)C2NC(=O)NC21 (stereo not given)
 : -2, 11
- COc1ccc(NS(=O)(=O)c2cc(OC)ccc2OC)cc1
 : 13, -21
- Cc1c(C(=O)NC(=S)Nc2ccc(NC(=O)c3cccs3)cc2)oc2ccccc12
 : -2, 5
- COc1ccc(S(=O)(=O)N2CCCCC2)cc1
 : 7, 5
- CN(CC(=O)Nc1ccc(F)c(F)c1F)C(=O)C1(c2ccccc2)CC1
 : 2, -1
- Cc1onc(-c2c(F)cccc2Cl)c1C(=O)OCC(=O)c1c[nH]c2ccccc12
 : -8, 0
- Cc1noc(C)c1C(=O)OCC(=O)Nc1ncc(C(F)(F)F)cc1Cl
 : -1, 9
- COC(=O)N1CCc2c(sc(NC(=O)C3COc4ccccc4O3)c2C(N)=O)C1 (stereo not given)
 : -12, 15
- COc1cccc(OC)c1C(=O)Nc1ccccc1Sc1ccccc1
 : 14, -80
- Cn1nc(C(=O)NNC(=O)c2cccc(Cl)c2)ccc1=O
 : -1, 1
- COc1ccc(-c2nn(-c3ccccc3)cc2/C=C/C(=O)NCCCn2ccnc2)cc1OC
 : -13, 29
- OC(c1ccc(F)cc1)c1ncc(-c2ccc3ccccc3c2)[nH]1 (stereo not given)
 : 4, -7
- N=c1c2c3c(sc2ncn1CCN1CCOCC1)CCCC3
 : 1, -8

# (cont.)
# Values run as follows: H9c2 TAG inh DAPI viability, H9c2 TAG inh
- CCOc1ccc(-c2ccc(SCC)nn2)cc1
 : -1, 6
- CC(=Cc1ccccc1)C=C1SC(=S)N(CCCC(=O)Nc2ccc(C(=O)O)cc2)C1=O
 : 0, -7
- COc1ccc(OC(C)C(=O)NCC2CCCO2)cc1 (stereo not given)
 : -1, 14
- CCOc1ccc(NC(=O)C(=O)N/N=C/c2cccnc2)cc1
 : 0, -4
- Cn1c(=O)c(C(=O)NCCO)c(O)c2ccccc21
 : 3, -7
- COc1ccc(NC(=O)c2cc(Br)ccc2Cl)c([N+](=O)[O-])c1
 : -6, -10
- O=C(N/N=C/c1ccc(OCc2cnc(Cl)s2)cc1)c1ccncc1
 : 9, 1
- CCCNC(=O)CSc1nnc(NC(=O)C2CC(=O)N(c3ccccc3OC)C2)s1 (stereo not given)
 : -1, -1
- CC#CC[N+](C)(C)CCCCCC
 : -4, 16
- COc1ccccc1N1CCN(C(CNC(=O)C2CCCCC2)c2cccnc2)CC1 (stereo not given)
 : 12, -2
- COc1ccc([C@H]2C[C@@H](O)[C@H](n3cc(COC(=O)c4ccccc4)nn3)CN2C(=O)C2CCCCC2)cc1
 : 1, -1
- O=C(Nc1ccc(Oc2ccccc2)cc1)c1cnc2n(c1=O)CCS2
 : 2, -16
- O=C(NNc1cccc(Cl)n1)Nc1ccc(Cl)cc1
 : 4, -1
- CCCCN(C(=O)c1cccc(S(=O)(=O)N(CC)c2ccccc2)c1)c1c(N)n(CCCC)c(=O)[nH]c1=O
 : -5, 10
- O=C(NCc1ccc(F)cc1)c1cc2c(cc1Cl)N1CCCCCC1=NS2(=O)=O
 : 2, -15
- COc1cccc(C(=O)NCC(c2cccs2)N2CCc3ccccc32)c1 (stereo not given)
 : -1, -12
- O=C(Nc1nc(-c2cc(Cl)sc2Cl)cs1)c1ccccc1
 : 6, 3
- O=C(NC1CC1)C1=C[C@@H](c2ccc3c(c2)OCO3)C[C@@H](OCc2ccc(CO)cc2)O1
 : -6, -82
- Cc1ccc(C(=O)NCC(=O)OCC(=O)Nc2ccc3[nH]c(=O)[nH]c3c2)cc1
 : 2, 4
- Fc1ccc(CSc2ccc3nnc(-c4cccs4)n3n2)cc1
 : 4, -16
- COC(=O)c1cc(C(=O)OCC(=O)N2CCCCC2)cc([N+](=O)[O-])c1
 : 4, 0
- Cc1ccccc1S(=O)(=O)N1C[C@H]2CON(C)[C@H]2C[C@H]1c1cccc(N2CCOCC2)c1
 : 4, -12
- CC1(C(=O)NS(=O)(=O)c2ccc3c(c2)CCO3)CCN1C(=O)CCc1ccc(Cl)cc1Cl (stereo not given)
 : -3, -3
- Cc1ccccc1C(=O)NC(=S)Nc1ccc(Oc2ccc(Cl)cc2)cc1
 : 6, -20
- N#CCc1c(C#N)c(N)nc(N2CCN(C=O)CC2)c1C#N
 : -7, 4
- COc1ccccc1N1C(=O)CC(N2CCc3ccccc32)C1=O (stereo not given)
 : -2, 0
- C[C@@H](NCCCn1cnc2c(OCc3ccccc3)ncnc21)c1cccc2ccccc12
 : 11, 26
- CC(C)Nc1nc2ccccc2c(=O)[nH]1
 : -5, 7
- CCOC(=O)[C@H]1CCC[C@@H](NS(=O)(=O)c2ccc(NC(C)=O)cc2)C1
 : -2, -7
- Cc1cccc(CS(=O)(=O)Cc2ccc(C(=O)NCCN3CCCCC3C)o2)c1 (stereo not given)
 : -3, -5
- Nc1ccccc1SCC(=O)N1CCc2ccccc21
 : -1, -1
